UBC13 polyUb: blocks human UBC13 polyubiquitin chain formation; P61088; TR-FRET; inhibition, % at 20 µM; hit rate 0.47% among 330,000; AID 485273; in the data active = inhibition above about 45%, passing the limit was not always enough
Target sequence (P61088 whole entry, looked up): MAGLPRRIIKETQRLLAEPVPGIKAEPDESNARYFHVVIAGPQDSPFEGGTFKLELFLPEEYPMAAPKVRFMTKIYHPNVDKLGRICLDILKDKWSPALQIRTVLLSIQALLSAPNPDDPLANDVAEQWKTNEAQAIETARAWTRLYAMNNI
EBI2 antag: antagonists of human EBI2 receptor; EBI2 beta-arrestin recruitment, luminescence, 7a,25-OHC stimulated; inhibition, % at 5 µM; hit rate 0.81% among 360,000; AID 651636; in the data active = inhibition above about 38%;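 also: enzyme fragment complementation signal reports receptor beta-arrestin coupling in cells; 0% = agonist plus DMSO wells and 100% = wells without agonist; some results beyond the cut were filed as inactive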
CCR6 antagonist: blocks CCL20-driven beta-arrestin recruitment at human CCR6 | CHO-K1 CCR6 PathHunter beta-arrestin, luminescence, CCL20-stimulated | inhibition, % at 20 µM | hit rate 0.49% among 340,000;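 active = compounds whose inhibition of the agonist-driven luminescence signal at 20 µM reaches about 50%, limit read from the data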;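 also: cells stimulated with CCL20 at 14 nM final; plate controls were DMSO with CCL20 for no effect and DMSO without agonist for full effect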
Target sequence (P51684 whole entry, looked up): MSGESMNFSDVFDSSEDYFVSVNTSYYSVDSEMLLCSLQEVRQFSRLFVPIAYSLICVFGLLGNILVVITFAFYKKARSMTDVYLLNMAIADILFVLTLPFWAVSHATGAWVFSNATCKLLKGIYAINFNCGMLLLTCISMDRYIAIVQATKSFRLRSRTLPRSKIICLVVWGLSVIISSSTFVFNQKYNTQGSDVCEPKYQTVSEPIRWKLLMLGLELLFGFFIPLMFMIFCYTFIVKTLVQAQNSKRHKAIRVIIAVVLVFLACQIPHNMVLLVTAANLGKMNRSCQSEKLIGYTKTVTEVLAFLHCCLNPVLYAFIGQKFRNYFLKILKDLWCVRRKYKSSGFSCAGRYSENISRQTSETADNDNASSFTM
APJ agonist: agonists of human APJ apelin receptor; CHO-K1 APJ PathHunter beta-arrestin, luminescence; 0% DMSO wells, 100% apelin; activation, % at 20 µM; hit rate 0.11% among 330,000; AID 2520;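 active = activation more than six SD over the plate average, tested at 20 µM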;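 also: 0% = DMSO alone and 100% = apelin-13 at 10 nM; some results filed as inactive read as strong as hits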
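Test system: CHO-K1 APJ beta-arrestin complementation cell line. Amount: cell density 1000 per well. Controls: DMSO negative, 10 nM Apelin-13 positive. Signal: luminescent beta-gal fragment complementation, chemiluminescent substrate. Read-out basis: agonist-driven arrestin binding to APJ. Timing: compound stimulation 90 min at 25 °C, detection 60 min.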
APJ antag: APJ receptor antagonism; P35414; CHO-K1 APJ beta-arrestin complementation, luminescence; inhibition, % at 20 µM; hit rate 0.32% among 330,000; AID 2521;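 active = inhibition above about 40% at 20 µM, limit read from the data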;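 also: cells challenged with 10 nM apelin-13 agonist together with compound; plate controls were apelin-13 plus DMSO wells for no effect and DMSO wells lacking apelin-13 for full effect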
ATG4B inhibitor: blocks human ATG4B protease cleavage of LC3 substrate | Q9Y4P1 | AID 504462 | hit rate 0.51% among 340,000 | ATG4B cleavage of LC3-PLA2, NBD-HPC fluorescence, 1 h | inhibition, % at 8.33 µM; in the data active = inhibition above about 40%
Target sequence (Q9Y4P1 whole entry, looked up): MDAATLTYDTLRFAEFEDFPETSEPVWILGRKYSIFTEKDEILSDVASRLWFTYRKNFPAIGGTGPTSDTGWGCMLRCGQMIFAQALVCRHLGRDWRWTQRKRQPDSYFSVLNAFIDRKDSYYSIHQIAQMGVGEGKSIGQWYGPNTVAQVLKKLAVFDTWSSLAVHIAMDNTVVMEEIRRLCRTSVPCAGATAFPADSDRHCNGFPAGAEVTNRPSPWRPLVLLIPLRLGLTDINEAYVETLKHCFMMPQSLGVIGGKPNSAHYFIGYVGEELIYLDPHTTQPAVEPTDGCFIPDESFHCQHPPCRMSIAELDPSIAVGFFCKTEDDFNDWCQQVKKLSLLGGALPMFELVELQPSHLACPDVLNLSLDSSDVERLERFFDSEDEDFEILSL
Gli-Sufu block: antagonists of Gli-Sufu signaling. hit rate 0.74% among 340,000. inhibition, % at 5 µM. Sufu-KO-LIGHT fibroblasts, Gli luciferase reporter luminescence;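 active = inhibition above about 55%, limit read from the data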;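 also: 0% = DMSO-treated cells and 100% = wells with medium but no cells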
CXCR6 block: inhibitors of human CXCR6 receptor. hit rate 0.36% among 360,000. inhibition, % at 20 µM. O00574. CHO-K1 PathHunter CXCR6 beta-arrestin, luminescence. AID 602244; in the data active = inhibition above about 34%, passing the limit was not always enough;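 also: antagonist mode with CXCL16 agonist at 10 nM final; 0% = 10 nM CXCL16 with DMSO and 100% = unstimulated wells without agonist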
Starred values were filed as active, the others as inactive; nt = no result given.

smiles | UBC13 polyUb | EBI2 antag | CCR6 antagonist | APJ agonist | APJ antag | ATG4B inhibitor | Gli-Sufu block | CXCR6 block
Cc1ccc(NC(=O)c2nc[nH]c2C(=O)N2CCC(C)CC2)cc1 | 3 | 2 | 9 | -5 | 23 | 0 | 3 | -12
CCOc1ccc(NC(=O)c2ccccc2OCC(=O)c2ccc(C)cc2)cc1 | 4 | 11 | -1 | 0 | 7 | -2 | -2 | 11
Cc1nn(CC(=O)N2CCC(C)CC2)c(=O)c2cccn12 | -3 | -4 | 12 | -1 | -9 | -2 | -27 | -1
CC(=O)c1ccc(NC(=O)COC(=O)c2c[nH]c3ccccc23)cc1 | 6 | -5 | 6 | -4 | -12 | -30 | -11 | -8
Cc1ccc(S(=O)(=O)Nc2ccc(N3CCOCC3)nc2)cc1 | -8 | -5 | 5 | 0 | -9 | -13 | -3 | 0
Cc1ccc[n+](-c2nc3ccccc3nc2[N-]S(=O)(=O)c2ccccc2)c1 | 9 | 6 | 8 | -4 | -8 | -8 | 2 | 0
COc1ccc(-c2nc3ccc(C(=O)NCC(OC)OC)cc3nc2-c2ccc(OC)c(OC)c2)cc1OC | -11 | -6 | 1 | -3 | 4 | -5 | 5 | -8
Cc1ccccc1NC(=O)Cc1nc(CCl)cs1 | 1 | -8 | 11 | -2 | -15 | -4 | 2 | -6
O=c1cc(-c2ccc([N+](=O)[O-])cc2)c2ccc(O)cc2o1 | 14 | -8 | -1 | 9 | -15 | 3 | -18 | -2
COC(=O)CSc1nnc(-c2ccc(OC)cc2OC)o1 | 8 | -2 | 3 | 0 | -5 | -21 | -1 | -4
O=C(NNS(=O)(=O)c1ccc(F)c(Cl)c1)c1cccc(S(=O)(=O)N2CCOCC2)c1 | 0 | 5 | 1 | -3 | 5 | -7 | -8 | -11
CC(=O)c1cccc(N(C(=O)CNC(=O)c2ccco2)C(C(=O)NC2CCCC2)c2ccncc2)c1 (configuration not stated) | -2 | -1 | 2 | 0 | 10 | 9 | -16 | 5
COc1ccc(OC)c(NC(=O)c2c(NC(=O)CCC(=O)O)sc3c2CCCCC3)c1 | -18 | -1 | 15 | 0 | -6 | -8 | 2 | -14
O=C(CNc1cccc(S(=O)(=O)N2CCOCC2)c1)Nc1cccc(Br)c1 | -1 | -1 | 13 | -1 | -8 | 1 | -5 | -7
Cc1ccc(OCC(=O)N2CCN(C(=O)c3ccco3)CC2)cc1 | -13 | 52* | 10 | -4 | -14 | -6 | 5 | 4

Part of the list above in a different format.
O=C(CNc1cccc(S(=O)(=O)N2CCOCC2)c1)Nc1cccc(Br)c1
  UBC13 polyUb: -1	EBI2 antag: -1	CCR6 antagonist: 13	APJ agonist: -1	APJ antag: -8	ATG4B inhibitor: 1	Gli-Sufu block: -5	CXCR6 block: -7

Cc1ccc(OCC(=O)N2CCN(C(=O)c3ccco3)CC2)cc1
  UBC13 polyUb: -13	EBI2 antag: 52*	CCR6 antagonist: 10	APJ agonist: -4	APJ antag: -14	ATG4B inhibitor: -6	Gli-Sufu block: 5	CXCR6 block: 4

The results go on:
smiles | UBC13 polyUb | EBI2 antag | CCR6 antagonist | APJ agonist | APJ antag | ATG4B inhibitor | Gli-Sufu block | CXCR6 block
CCCCCCOc1ccc(NC(=O)CC2C(=O)N(CC)C(=S)N2Cc2ccco2)cc1 (configuration not stated) | -8 | 26 | 2 | -2 | -9 | 36 | -3 | 0
CCCn1c(=O)n(C)c(=O)c2c(SCc3cc(C(C)=O)ccc3OCC)nc(C3CC3)nc21 | 27 | nt | 4 | -5 | 8 | -22 | 8 | nt
CN(C(=O)c1ccccc1OCc1ccc(F)cc1)c1c(N)n(Cc2ccccc2)c(=O)[nH]c1=O | 2 | -10 | 13 | -5 | -22 | -5 | 0 | -13
COC(=O)c1ccc(NC(=O)CN(c2ccc(C)cc2)S(=O)(=O)c2c(C)nn(C)c2C)cc1 | 4 | 10 | -2 | 3 | 17 | -8 | -2 | -2
Cc1ccc(CCNC(=O)CCc2nc3ccccc3[nH]2)cc1 | -10 | 18 | 5 | 12 | 5 | 7 | -1 | -12
CCCCCn1c(Sc2ncccn2)nc2c1c(=O)[nH]c(=O)n2C | -3 | 0 | 19 | 0 | -1 | -3 | 2 | 0
O=c1oc2cc(OCc3c(F)c(F)c(F)c(F)c3F)ccc2cc1-c1ccccn1 | -6 | -9 | 6 | 1 | 2 | 8 | 5 | 6
CC(/C=C1\SC(=S)N(CCC(=O)Nc2ccccc2O)C1=O)=C\c1ccccc1 | 0 | -3 | -5 | 3 | -13 | 6 | 7 | -3
CCCCNC(=O)[C@@H]1CCCN1S(=O)(=O)c1cccc2cccnc12 | -3 | -6 | 8 | 5 | 12 | -14 | 3 | -2
O=C(CSC(=S)N1CCCCC1)Nc1ncc2c(n1)CCCC2=O | 5 | -1 | 11 | 2 | 16 | 1 | 4 | -5
Cc1cc(C)cc(N(CC(=O)NC2CCC(C)CC2)S(=O)(=O)c2c(C)noc2C)c1 (configuration not stated) | 1 | -2 | 1 | 1 | 2 | -9 | 13 | -2
CCOc1ccc(/C=C(\C)C(=O)c2c(C)cc(C)[nH]c2=O)cc1 | -6 | -12 | 2 | -2 | 12 | -8 | -1 | 2
c1ccc2c(c1)nc(N1CCOCC1)c1nnnn12 | 4 | 1 | -13 | 4 | -5 | 3 | -2 | -7
CCC1CCCCN1S(=O)(=O)c1ccc(NC(=O)c2cccnc2)cc1 (configuration not stated) | -8 | 2 | 11 | 11 | -7 | -6 | 11 | 10
CC(=O)c1ccc(NC(=O)c2noc3c2CCC3)cc1 | 3 | -9 | 13 | 0 | -11 | 1 | -8 | -8
CC(=O)c1ccc(OC(=O)/C=C/c2ccccc2)cc1 | -1 | 7 | 3 | -2 | 19 | 2 | 3 | 7
Cc1ccc(S(=O)(=O)N(C)c2ccc(C(=O)Nc3ccccn3)cc2)cc1 | 2 | 15 | 5 | -4 | -17 | 4 | 0 | -4
COc1ccc(NC(=O)c2cc(OC)c(OC)c(OC)c2Br)cc1OC | -4 | -7 | 8 | -2 | -5 | -1 | 2 | 2
C=CCn1c(C)cc(C(=O)CSc2nnc(-c3cccc(S(=O)(=O)N(CC)CC)c3)o2)c1C | -2 | 14 | 4 | -1 | 19 | -1 | 3 | 8
COc1ccccc1NS(=O)(=O)c1ccc(O)c(C(N)=O)c1 | 1 | -4 | 2 | -5 | 8 | -12 | -2 | 3
COCCn1cc(C(=O)NCc2cccs2)c2c3ccccc3n(C)c2c1=O | 12 | -3 | -25 | -2 | -16 | -15 | 2 | -3
Cc1nnc(N(C)C(=O)c2cccnc2)s1 | 9 | 1 | 7 | -4 | 14 | -2 | 31 | -11
CC(=O)c1cc(NC(=O)c2ccccc2)c(=O)oc1/C=C/N(C)C | -72 | 2 | 9 | -4 | 15 | -7 | 8 | 10
CCOC(=O)CCP(=O)(O)C(C)(O)c1ccccc1 (configuration not stated) | 10 | -11 | 7 | -5 | 22 | 7 | -1 | -13
CCCCC(=O)N(CCOC)c1nnc(-c2ccc(OC)cc2)s1 | -3 | 4 | -1 | 0 | 1 | -11 | -5 | 4
O=c1ccsc2ccccc12 | nt | 5 | -4 | nt | nt | -8 | -27 | -3
COc1ccc(-n2c(=O)c3c4c(sc3n(CC(=O)NCC3CCCO3)c2=O)CCCC4)c(OC)c1 (configuration not stated) | -10 | -4 | 16 | -6 | -11 | 2 | 0 | -3
O=C1CC(N(CCc2ccccc2)C(=S)Nc2cc(Cl)ccc2Cl)C(=O)N1c1c(Cl)cccc1Cl (configuration not stated) | -10 | 24 | 16 | 3 | 4 | 30 | -1 | -5
O=C(NC1CCCCC1)[C@@H]1CC=C[C@@H]2CCN(C3CCCCC3)C(=O)[C@@H]21 | 3 | -6 | 0 | 1 | -42 | -9 | -4 | -1
Cn1c(C(=O)NCCN2CCOCC2)cc2c(=O)n3ccccc3nc21 | -8 | -9 | 7 | -2 | 4 | 4 | -8 | 0
CCN1C(c2ccc(F)cc2)=CS/C1=C(\C#N)c1nnc2n1-c1ccccc1SC2 | -14 | 11 | 13 | 0 | -11 | -3 | 3 | 6
COc1ccc(C2=NOC3(CC(=O)N(c4ccc(C)cc4)C3=O)C2)cc1 (configuration not stated) | -1 | -6 | 1 | 2 | 24 | 6 | -4 | -2
Cc1cc(=O)oc2c1ccc1ccccc12 | 5 | 8 | -3 | -5 | 12 | -4 | 7 | -19
CC(C)C(NC(=O)c1ccc(C(C)(C)C)cc1)C(=O)NCC1(N(C)C)CCCCC1 (configuration not stated) | 4 | -2 | 13 | -1 | 12 | -6 | 33 | 15
COc1ccccc1CN1C[C@@H]2C[C@@H](c3ccc(Cl)cc3)N3CCC[C@@]23C1=O | 9 | 5 | 15 | -5 | 9 | -10 | 17 | 3
COc1ccc(OC)c(/C=N\NC(=O)c2ccc(-c3ccccc3)cc2)c1 | 6 | 15 | 10 | 12 | -25 | -3 | -4 | -1
O=C(Nc1ccccc1Oc1ccccc1)c1cc([N+](=O)[O-])ccc1Cl | 2 | -2 | 4 | 3 | -25 | 3 | 0 | -5
Nc1ccccc1SCc1c(Cl)cccc1Cl | -1 | -1 | 20 | 0 | 3 | 10 | -2 | -2
O=C(COC(=O)C1CC2C=CC1C2)NCc1ccco1 (configuration not stated) | -10 | 1 | 16 | -4 | -4 | 10 | 3 | 5
Cc1nc2cc(-c3ccccc3)nn2c(N)c1-c1ccccc1 | 9 | 15 | 3 | -5 | 3 | 14 | -41 | -5
COc1cccc(C(=O)O/N=C(\C)c2cnccn2)c1 | 6 | 1 | -4 | 4 | 3 | -8 | -12 | -1
O=C(NC1CCCC1)c1cc(=O)[nH]c2ccccc12 | -8 | 2 | 0 | -2 | 10 | -5 | -5 | 14
C/C(=N/Oc1nc(C)cc(C)n1)c1ccc(F)cc1 | -4 | -13 | 6 | -1 | 10 | 6 | 8 | -7
CCN(CC)c1ccc(NC(=O)c2ccccc2F)cc1S(=O)(=O)Nc1ccccc1OC | 4 | 13 | 10 | -3 | 8 | 18 | 17 | 1
CCn1cc(CNC(=O)/C=C/c2cnn(C)c2)c(C)n1 | 15 | -11 | -5 | -3 | -17 | -8 | -17 | 4
Cc1cc(OCC(=O)NC(C)C)ccc1Cl | -5 | 0 | 8 | 3 | -1 | -2 | 12 | -2
O=C(NCCc1ccc(Cl)cc1)c1ccc(CNc2c(N3CCOCC3)c(=O)c2=O)cc1 | -4 | 10 | 5 | -5 | 0 | -5 | 3 | -3
CSc1ccc(S(=O)(=O)N2CCC(C(=O)N3CCc4ccccc4C3)CC2)cc1 | 5 | 41 | 5 | -3 | 25 | 30 | 9 | -3
CC(C)CNc1ncnc2[nH]ncc12 | nt | -1 | 14 | nt | nt | 6 | -22 | 0
CC1=C(C(=O)Nc2ccc(CC(=O)NCc3ccccc3C)cc2)SCCO1 | 14 | 5 | 6 | -9 | -5 | 2 | -43 | 2
COCCN(C/C=C/c1ccccc1)C/C=C/c1ccccc1 | 15 | -7 | 8 | 0 | 11 | -2 | 39 | 8
Cc1cc(-c2cc(C)c(N)cc2C)c(C)cc1N | nt | 0 | -1 | nt | nt | -2 | 0 | -2
COc1cc(C=NNC(=O)Cn2nc(C)cc2C)ccc1OC(=O)C1CC1 | 4 | 14 | 4 | -1 | -9 | -4 | 3 | -12
CCOc1cc(C(=O)Nc2ccc(S(=O)(=O)N3CCCCC3)cc2)ccc1OCC(=O)N1CCOCC1 | -2 | 7 | 3 | 4 | 15 | -5 | 1 | 1
O=S(=O)(c1ccc(F)cc1F)N1CCCN(c2ccc(C(F)(F)F)cn2)CC1 | 0 | 8 | 1 | -3 | 19 | -2 | 0 | 9
Cc1cc(OCc2cc(C(=O)NCc3csc(C(C)C)n3)no2)cc(C)c1Cl | -5 | 4 | 17 | 0 | -9 | 17 | -3 | 3
CCOC(=O)COc1cccc2c(=O)n(CC(=O)NCc3ccccc3)ccc12 | 2 | -4 | 3 | -1 | -9 | -9 | 9 | -6

Rows were taken by chance. Share with any hit: about 3%.
